# EP2 mod: EP2 receptor modulators, cAMP readout, primary screen, cell-based, HTRF cAMP, PGE2 stimulation | 260,000 compounds, 0.83% hits | Prostaglandin E2 receptor EP2 subtype (Homo sapiens), P43116 | EP2-expressing cells, cAMP HTRF FRET, PGE2 co-stimulation | induction, % at 25 µM;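 active means compounds whose cAMP rise, as percent of the full-agonist control response, exceeds 60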;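 further: rat C6 glioma line stably carrying human EP2 under a CMV promoter; the protocol text gives 20 µM as final concentration; 100% = response of wells given 1 µM PGE2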
# Target sequence (P43116 whole entry, looked up): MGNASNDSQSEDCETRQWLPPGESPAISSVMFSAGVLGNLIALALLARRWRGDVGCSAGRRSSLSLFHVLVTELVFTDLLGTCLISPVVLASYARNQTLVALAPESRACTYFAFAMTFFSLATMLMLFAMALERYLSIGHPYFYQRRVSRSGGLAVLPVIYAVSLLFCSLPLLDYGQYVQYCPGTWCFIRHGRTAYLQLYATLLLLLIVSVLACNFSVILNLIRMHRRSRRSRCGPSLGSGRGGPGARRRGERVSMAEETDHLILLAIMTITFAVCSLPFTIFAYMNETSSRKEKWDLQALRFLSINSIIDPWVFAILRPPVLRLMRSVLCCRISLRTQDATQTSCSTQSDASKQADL
# Numbers without * were called inactive.
Compound | EP2 mod
C=CCN1C(=O)C2(C(C#N)=C(N)Oc3n[nH]c(CC(=O)OC)c32)c2ccccc21 (stereo unspecified) | -10
Cc1cc(C)c2[nH]c(=O)c(C(c3nnnn3Cc3ccccc3)N3CCCC4(CCCCC4)C3)cc2c1 (stereo unspecified) | -4
CC(C)(C)C1=NN(CC(=O)NCc2ccccn2)C(=O)c2cc3ccccc3n2C1 | -21
CCn1c(SCC(=O)N2CCCc3ccccc32)nnc1C(C)C | -13
Cc1cccc2cc(CN(Cc3ccco3)C(=S)Nc3ccccc3)c(=O)[nH]c12 | 24
COc1cc(C2Oc3cc(C4CC(=O)c5c(O)cc(O)cc5O4)ccc3OC2CO)ccc1O (stereo unspecified) | 7
CCc1nn(CC(=O)NC2(c3cccc(F)c3)CCCC2)c(=O)c2cc3ccsc3n12 | -48
COc1ccc2[nH]cc(C(=O)NCCc3ccccc3)c(=O)c2c1 | -74

# Random excerpt: seven entries already listed.
Compound | EP2 mod
C=CCN1C(=O)C2(C(C#N)=C(N)Oc3n[nH]c(CC(=O)OC)c32)c2ccccc21 (stereo unspecified) | -10
CC(C)(C)C1=NN(CC(=O)NCc2ccccn2)C(=O)c2cc3ccccc3n2C1 | -21
COc1ccc2[nH]cc(C(=O)NCCc3ccccc3)c(=O)c2c1 | -74
CCc1nn(CC(=O)NC2(c3cccc(F)c3)CCCC2)c(=O)c2cc3ccsc3n12 | -48
COc1cc(C2Oc3cc(C4CC(=O)c5c(O)cc(O)cc5O4)ccc3OC2CO)ccc1O (stereo unspecified) | 7
CCn1c(SCC(=O)N2CCCc3ccccc32)nnc1C(C)C | -13
Cc1cccc2cc(CN(Cc3ccco3)C(=S)Nc3ccccc3)c(=O)[nH]c12 | 24

# (list continues)
Compound | EP2 mod
O=C(CN1C(=O)CSC1=O)Nc1cccc(Cl)c1Cl | -32
O=c1c(O)c(-c2ccc(O)c(O)c2)oc2cc(O)ccc12 | -15
O=C(NCc1nc(-c2ccncc2)n[nH]1)C1(c2ccc(Cl)cc2Cl)CC1 | 7
COc1ccccc1C1(NC(=O)Cc2ccc3c(c2)OCO3)CCCC1 | -28
COC(=O)COc1cc(OCC(=O)OC)c2c3c(c(=O)oc2c1)CCC3 | 6
CCc1nn(CC(=O)C(C)(C)C)c(=O)c2cc3ccsc3n12 | -75
COC(=O)c1ccc(-n2nnnc2SCC(=O)NCc2cccs2)cc1 | -63
CCOc1ccc(OCC)c(NC(=O)CSc2nnc3c(n2)[nH]c2ccccc23)c1 | -33
O=C(CNCc1ccccc1F)Nc1ccc(N2CCCC2)cc1 | -55
COCC(=O)N(Cc1cc2cc(C)ccc2[nH]c1=O)c1ccccc1 | -30
O=C(CCn1c(-c2cccnc2)cc2cccnc21)NC1CCCCC1 | -6
CC(C)(C)c1ccc(O)c(CN(Cc2cc(C(C)(C)C)ccc2O)c2ccccc2)c1 | 5
COc1cc(/C=C2/C(C)=C(C#N)c3nc(N)c(C#N)c(C)c32)cc(OC)c1O | -17
CN(CCOc1ccccc1)C(=O)c1cc(-c2ccccn2)n[nH]1 | -19
C#CCOc1ccc(C2C3=C(CC(C)(C)CC3=O)N(C)C3=C2C(=O)CC(C)(C)C3)cc1OC | -11
Cc1cccc(N(CC(=O)NCc2ccc3c(c2)OCO3)S(C)(=O)=O)c1 | 12
Cc1cc(-c2cc(N)c(=O)n(CC(=O)Nc3ccc4c(c3)OCCO4)n2)c(C)o1 | -99
Cc1ccnn1CCC(=O)N[C@@H](C)Cn1nnc2ccccc21 | -18
Cc1sc(NC(=O)CCC(=O)O)c(C(N)=O)c1C | -11
CCOC(=O)CNC(=O)CSc1nnc2c3c(C)c(C)sc3nc(C(C)C)n12 | -16
COc1ccc(-c2c(C)nn3c(NCCCN4CCOCC4)cc(C)nc23)cc1 | -12
COC(=O)COc1ccc(S(=O)(=O)Nc2ccc3c(c2)OCO3)cc1C | -52
Cc1cc(-c2cc(N)c(=O)n(C(C)C(=O)NCCc3ccccc3F)n2)c(C)o1 (stereo unspecified) | -153
CC1CC(C)(C)N(C(=O)Cn2cnc3c(cnn3-c3ccccc3)c2=O)c2ccccc21 (stereo unspecified) | -69
COc1cccc(C2(NC(=O)CCn3cccn3)CCCC2)c1 | -41
Cc1sc(NC(=O)c2ccccc2)c(CN(C)C)c1C | -3
Cc1cc2ccccc2n2c(SCC(=O)NC(C)(C)C)nnc12 | -32
O=C(CN(C(=O)c1csnn1)c1ccc(Br)cc1)NC1CCCC1 | -9
Cc1nc2sc3c(c2c2nnc(SCC(=O)Nc4nc(C(C)(C)C)cs4)n12)CCCC3 | -22
COc1ccc(N2CC(C(=O)OCC(=O)Nc3ccc(F)c(Cl)c3)CC2=O)cc1 (stereo unspecified) | -25
CCc1nnc(NC(=O)CSc2nnc(-c3ccc(OC)cc3)n2-c2ccc(OC)cc2)s1 | -23
CN(C(=O)c1ccc(C(C)(C)C)cc1)c1nnc(-c2cccnc2)s1 | 2
CS(=O)(=O)c1cncnc1C1CCCN(CC(=O)NCc2ccco2)C1 (stereo unspecified) | -3
COc1ccc(-n2nnnc2SCC(=O)Nc2cc(C)ccc2OC)c(OC)c1 | -126
CO[C@@H]1/C=C\O[C@@]2(C)Oc3c(C)c(O)c4c(c3C2=O)C(=N[C@H]2CC[C@H](O)O[C@@H]2C)C=C(NC(=O)/C(C)=C\C(=O)[C@@H]2C[C@H]2[C@@H](O)[C@H](C)[C@@H](O)[C@H](C)[C@H](OC(C)=O)[C@@H]1C)C4=O | 36
CN1[C@@H](C(=O)N2CCN(C(=O)c3ccco3)CC2)C[C@@H](c2ccc(F)cc2)NS1(=O)=O | -24
CCOc1ccccc1N(CC(=O)NCc1ccc2c(c1)OCO2)S(C)(=O)=O | -6
COc1cccc(CC(=O)NC(CC(C)C)c2nc3cccnc3n2C)c1 (stereo unspecified) | -12
COc1ccc(CN2CCC(O)(c3ccccc3)C2)cc1Cn1ccnc1 (stereo unspecified) | -64
O=C(NC1CCCCC1)c1cc(-c2ccccc2Cl)on1 | -60
COc1ccc([C@H]2CN(Cc3ccccc3)C[C@@H]2NC(=O)c2ccncc2)cc1OC | -5
CC(C)c1ccc(/C(C(=O)O)=C(\O)C(=O)O)cc1 | -18
CN1CCN(c2ccc3nc(-c4ccc5nc(-c6ccc(O)cc6)[nH]c5c4)[nH]c3c2)CC1 | 28
CNC(=S)N(Cc1ccc(F)cc1)Cc1cc2cc(C)c(C)cc2[nH]c1=O | 17
C=CCNC(=O)CSc1nnc(-c2ccoc2C)n1-c1ccc(F)cc1 | 23
CCOc1ccc(-c2cc(C(=O)NC3CCCN(C)C3)[nH]n2)cc1 (stereo unspecified) | -48
CC1(C)CC[C@]2(C)CC[C@]3(C)C(=CCC4[C@@]5(C)CC[C@H](O)C(C)(C)C5CC[C@]43C)C2C1 (stereo partly specified) | 28
O=c1c2ccccc2nc(SCCN2CCOCC2)n1Cc1ccccc1 | 21
CCn1cc(S(=O)(=O)N2CCC(CCc3ccc(C(=O)O)cc3)CC2)c(C)n1 | -33
Cc1sc2nc(C3CC3)n3c(=O)n(CC(=O)NC(C)C)nc3c2c1C | 7
C=Cn1ncc(CN2CCCN(c3cccc(OC)c3)CC2)c1C | -8
CC(=O)c1cccc(NC(=O)CSc2nnc3c4c5c(sc4nc(C)n23)CCCC5)c1 | 12
COc1ccc2c(c1)C=C(CN1CCc3nc(N4CCC(C)CC4)[nH]c(=O)c3C1)CO2 | -20
Oc1ccc(Cl)cc1CNc1cnc2ccccc2c1 | -74
O=C(O)[C@@H]1[C@H]2C[C@H]([C@@H](Br)[C@H]2N2C(=O)CCC2=O)[C@@H]1C(=O)O | 24
Cc1cccnc1C1(O)CCN(C(=O)Cc2nn(C(C)C)c(=O)c3ccccc23)CC1 | -8

# More structures
Compound | EP2 mod
CS(=O)(=O)c1cncnc1C1CCCN(C(=O)Cc2c(F)cccc2Cl)C1 (stereo unspecified) | -21
CC(=O)c1ccc(NC(=O)CN2C(=O)C3CCCN3C(=O)c3ccccc32)cc1 (stereo unspecified) | -9
COc1ccc(NCc2nnc(SCC(=O)Nc3cccc(Cl)c3)o2)cc1 | -52
CCc1c(C)sc2ncn(C3CCN(C(=O)c4n[nH]c5c4CCC5)CC3)c(=O)c12 | -60
Cc1ccc2cc(C#N)c(SCC(=O)Nc3nc(C)c(C)s3)nc2c1 | -11
COc1ccc(S(=O)(=O)Nc2ccc(-c3nc4c(C)cccc4[nH]3)cc2)cc1NC(C)=O | -28
COc1ccc(C(=O)Nc2nc(-c3ccc(OC)c(OC)c3)c(C)s2)cc1OC | -50
CC1CCN(C(=O)CSc2nnc(COc3ccc(Cl)cc3)n2C)CC1 | 16
COc1ccc(N2CC(C(=O)OCC(=O)Nc3ccc(Cl)cc3Cl)CC2=O)cc1 (stereo unspecified) | -27
COc1ccc(CN2CC[C@@H](NCCCN(C)C)[C@H](O)C2)cc1 | -12
CCN1CCN(c2nc3c(c(=O)[nH]c(=O)n3C)n2Cc2ccccc2F)CC1 | -7
COc1ccc(C(O)CN2CCC(O)(c3ccc(OC)cc3)CC2)cc1 (stereo unspecified) | -36
Cc1cc(C)c2[nH]c(=O)c(CN(CCN(C)C)C(=S)NCCc3ccccc3)cc2c1 | -49
Cc1cccc(-c2ocnc2C(=O)NC(C)c2ccccn2)c1 (stereo unspecified) | -37
Cn1c(N2CCC(C(=O)NCCCN3CCOCC3)CC2)nc2ccccc21 | -18
N#Cc1ccc2ccn(CC(N)=O)c2c1 | 15
CCNC(=S)N1C2CCCC1CC(NC(=O)C1CC1)C2 (stereo unspecified) | -42
COc1ccc(-c2ccc3c(c2)c2c4n3CCNC4CCC2)cc1 (stereo unspecified) | -13
CC(CS(=O)(=O)c1ccc2ccccc2c1)N1CCCCCC1 (stereo unspecified) | -14
CCOc1cc(CN2CCN(S(=O)(=O)c3ccc(F)cc3)CC2)ccc1OC | -19
COc1ccccc1C(=O)NC(CC(C)C)c1nc2cccnc2n1C (stereo unspecified) | 5
COc1cc(-c2coc3cc(O[C@@H]4O[C@H](CO)[C@@H](O)[C@H](O)[C@H]4O)c(OC)c(O)c3c2=O)cc(O)c1OC | 6
Cc1cc2c(s1)c1cnn(CC(=O)NC(C)(C)C)c(=O)c1n2Cc1ccc(F)cc1 | 8
Cc1ccc2c(c1)C(=O)CC1(CCN(CC(=O)c3ccc4c(c3)OCCO4)CC1)O2 | -79
O=C(CSc1nnnn1-c1ccc2c(c1)OCCO2)Nc1ccc2c(c1)OCCO2 | -77
COc1cc2cc(CN(CCO)C(=S)Nc3cccc(Cl)c3)c(=O)[nH]c2cc1OC | -75
O=C(CSc1nc(-c2ccc(Cl)cc2)cs1)Nc1ccccc1N1CCOCC1 | 33
O=c1[nH]c2cc3c(cc2cc1CN(Cc1nnnn1Cc1ccc(F)cc1)C1CCCC1)OCCO3 | -20
CCn1c(N2CCC(C(=O)NCc3ccc4c(c3)OCO4)CC2)nc2ccccc21 | -84
CCC(=O)Oc1c(OC)cc(/C=C2\N=C(c3cccs3)OC2=O)cc1OC | -89
COc1ccc(Nc2nc(OC)nc(OC)n2)cc1 | -27
Cc1cc(-c2cncnc2C2CCCN(C(=O)CCn3c(=O)oc4ccccc43)C2)on1 (stereo unspecified) | -15
O=C(CSc1nc(-c2ccc(Cl)cc2)cs1)Nc1nccs1 | 5
CCc1nn(CC(=O)NCc2ccccn2)c(=O)c2cc3occc3n12 | -8
Cc1nonc1C(=O)N1CCC(Cn2nc(-c3ccccc3)ccc2=O)CC1 | 23
COc1ccc2c(c1)cc(C)c1nn(CC(=O)N3CCC(C(N)=O)CC3)c(=O)n12 | -46
COCCn1nnnc1C(C(C)C)N1CCN(c2nc3ccccc3s2)CC1 (stereo unspecified) | -35
C[N+]1(C)CCCC(OC(=O)C(O)(c2ccccc2)c2ccccc2)C1 (stereo unspecified) | 19
CCCNS(=O)(=O)c1cc(-c2nnc3c4ccccc4c(C)nn23)ccc1OC | 9
COc1ccc(CC(C#N)C(=O)Nc2cccc(C)n2)cc1 (stereo unspecified) | -35
CC(=O)[C@H]([C@@H](c1ccccc1)N1CCOCC1)N1CCOCC1 | 10
COc1ccc2cc(CN(Cc3nnnn3Cc3ccco3)C3CCCCC3)c(=O)[nH]c2c1 | -58
CC(=O)Nc1ccc(C(=O)Nc2nnc(C(C)C)s2)cc1 | -15
CC(=O)S[C@@H]1CC2=CC(=O)CC[C@]2(C)[C@H]2CC[C@@]3(C)[C@@H](CC[C@@]34CCC(=O)O4)C12 (stereo partly specified) | -19
CCOc1ccc(NC(=O)CSc2nnc(C(C)C)n2C)cc1 | -7
O=C(c1ccc2c(c1)OCO2)N1CCc2nc(-c3ccccc3)[nH]c(=O)c2C1 | -33
Cc1ccc(C)c(NC(=O)CCN2CCCC(C)C2)c1 (stereo unspecified) | -20
CCOc1ccc2nc3cc(NCc4ccco4)ccc3c(N)c2c1 | -95
CC(C)(C)c1ncc(C(=O)Nc2cccc(-c3csnn3)c2)cn1 | -88
COC(=O)c1ccccc1NC(=O)c1sc2nc(C)cc(C)c2c1N | -20
CCOC(=O)c1sc(NC(=O)C2CCCCC2)c(C#N)c1C | 14
NS(=O)(=O)c1ccc(S(=O)(=O)N(Cc2ccccc2Cl)CC2CCCO2)cc1 (stereo unspecified) | 11
COc1ccccc1C1(O)CCN(Cc2ccc(O)c(CN3CCCCC3)c2)CC1 | -29
Cc1cc2ccccc2n2c(=O)n(CC(C)NC(=O)CCCN3CCCC3=O)nc12 (stereo unspecified) | -11
CCOc1cc(-c2nc3cnccn3c2NC(C)(C)C)ccc1O | -99
COc1ccc(-c2cc(C(F)(F)F)nc(SCC(=O)Nc3ccccc3)n2)cc1OC | 9
Cc1nnc(SCC(=O)Nc2nc(-c3ccccc3)cs2)s1 | -34
CCn1c(SCC(=O)Nc2ccccc2C(=O)OC)nnc1-c1cccnc1 | 6

# This is a subset; rates above refer to the full screens.
